Compound activity (PubChem)
Tb PYK inh – inhibitors of Trypanosoma brucei pyruvate kinase; Q57TT1; TbPYK enzyme, Kinase-Glo Plus ATP luminescence, 45 min; Potency, µM (series often up to 76.8 µM), inactives show top-dose activity, negative = inhibition, hits mostly inhibitors; 410,000 tested, 0.12% active; active means well fitted inhibition curve with a large enough effect; inconclusive means small, poorly fitted or top-dose-only effect; further: nearly all actives have a fitted effect of over 50% in size
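Quantitative HTS: titrated library compounds versus trypanosomal pyruvate kinase in TEA buffer (pH 7.2) containing KCl, MgCl2, BSA and Tween-20. Reactions were initiated with ADP, 130 uM final. Kinase-Glo Plus luminescence was read after 45 min at RT.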
* marks the source's active call; other numbers are inactive results; ? = inconclusive; [ ] = another dose, or the depositor's remark. On the % scale 0 is the no-effect control and ±100 the full control effect; potency means the concentration at half of the fitted maximal effect. A portion of the library, so the mix of outcomes need not match the whole.

SMILES	Tb PYK inh
CCCCNC(=O)C1(C)CCCCN1C(=O)c1cncc(Br)c1 (stereo not drawn)	5%
c1ccc([C@@H]2CO2)cc1	3%
COc1ccc(C)cc1NC(=O)N1CCN(c2nnc(C)c3c(C)n(-c4ccccc4)nc23)CC1	-6%
COc1ccc(Cl)cc1NC(=O)c1cc2nc(-c3ccc(C)cc3)cc(C(F)(F)F)n2n1	5%
CCOC(=O)CCN(c1ccccc1)S(=O)(=O)c1ccc2[nH]c(=O)ccc2c1	-7%
C(=C\c1ccccc1)/CN1CCN(C(CCc2ccccc2)c2nnnn2C2CCCCC2)CC1 (stereo not drawn)	1%
COCCCNC1=C(C#N)C(=O)NC2(CCCC2)S1	-7%
O=C(NC1CCCCC1)OC1CC2CC1[C@H]1CCCCN1C2=O (stereo partly drawn)	0%
COc1ccccc1NC(=O)C1=C(C)Nc2c(C(=O)Nc3ccc(F)cc3)cnn2C1c1ccc(Cl)cc1 (stereo not drawn)	5%
Cc1ccc(CSc2oc(-c3ccco3)nc2S(=O)(=O)c2ccc(Cl)cc2)cc1	-1%
O=C(Nc1nccs1)[C@@H]1CC=C[C@@H]2CCN(Cc3ccccc3)C(=O)[C@@H]21	1%
O=[N+]([O-])c1ccc2cc[nH]c2c1	-14%
N=c1c2ccccc2nnn1-c1ccccc1[N+](=O)[O-]	-3%
CC1CC(C)CN(C(C(=O)NC2CCCCC2)c2cc3ccccc3o2)C1 (stereo not drawn)	6%
COc1ccc(-c2cc3nc(C)c(CCC(=O)Nc4ccccc4C(C)=O)c(C)n3n2)c(OC)c1	3%
O=C(Cc1ccc(NC(=O)C2CCN(C(=O)C3CC3)CC2)cc1)Nc1ccc(C(=O)N2CCOCC2)cc1	4%
COc1ccccc1CNC(=O)CCC1N=C2c3ccccc3N=C(SCc3cccc(Cl)c3)N2C1=O (stereo not drawn)	-1%
CCOc1cc(-c2ccc(OC(=O)c3ccc(C)cc3)c(OC)c2)cc(=O)c2c(C)oc(C)c12	-8%
CC(=O)Nc1ccc(C(=O)Nc2cc(S(=O)(=O)N3CCOCC3)ccc2N2CCOCC2)cc1	-9%
COc1ccc2c(c1)Cc1sc(NC(=O)c3ccccc3C)nc1-2	-26%
OC[C@H]1O[C@@H](n2cnc3c2NC=NC[C@@H]3O)C[C@H]1O	0%
CN(Cc1ccncc1)C(=O)[C@@H]1CCCN1C(=O)[C@@H]1CCCN1	-5%
CN1CCN(C2CN(Cc3cn(Cc4cccc(C(F)(F)F)c4)nn3)S(=O)(=O)C2)CC1 (stereo not drawn)	-3%
O=S(=O)(c1cccc2ccccc12)N1CCC2CC1c1cc(-c3ccc4c(c3)OCO4)ccc12 (stereo not drawn)	1%
O=C(NCc1ccc(Cl)cc1)c1cc2ccc3cccnc3c2[nH]1	-5%

6 compounds drawn at random from those above:
SMILES	Tb PYK inh
O=C(NC1CCCCC1)OC1CC2CC1[C@H]1CCCCN1C2=O (stereo partly drawn)	0%
O=C(Cc1ccc(NC(=O)C2CCN(C(=O)C3CC3)CC2)cc1)Nc1ccc(C(=O)N2CCOCC2)cc1	4%
Cc1ccc(CSc2oc(-c3ccco3)nc2S(=O)(=O)c2ccc(Cl)cc2)cc1	-1%
O=S(=O)(c1cccc2ccccc12)N1CCC2CC1c1cc(-c3ccc4c(c3)OCO4)ccc12 (stereo not drawn)	1%
COc1ccccc1CNC(=O)CCC1N=C2c3ccccc3N=C(SCc3cccc(Cl)c3)N2C1=O (stereo not drawn)	-1%
COc1ccccc1NC(=O)C1=C(C)Nc2c(C(=O)Nc3ccc(F)cc3)cnn2C1c1ccc(Cl)cc1 (stereo not drawn)	5%

2 successive entries from above, for reference:
SMILES	Tb PYK inh
CCCCNC(=O)C1(C)CCCCN1C(=O)c1cncc(Br)c1 (stereo not drawn)	5%
c1ccc([C@@H]2CO2)cc1	3%

(next part)
SMILES	Tb PYK inh
Cc1ccc(S(=O)(=O)N2C[C@H]3C(=O)C[C@@H](c4ccccc4)N(S(=O)(=O)c4ccc(C)cc4)[C@H]3C[C@H]2c2ccccc2Cl)cc1	1%
COc1ccc(OCCn2c(NC(=O)c3ccc(OC)cc3)nc3ccccc32)cc1	2%
Cc1ccc(S(=O)(=O)CCC(=O)OCCOc2ccc(Br)cc2)cc1	-8%
CC(=O)Oc1ccc(-c2cc3ccccc3oc2=O)cc1	1%
COc1ccc(N2CCCC2=O)cc1S(=O)(=O)N1CCOCC1	-5%
O=C1CN(C(=O)c2ccc(S(=O)(=O)N3CCCCC3)cc2)C(c2ccc(F)cc2)c2cc(F)ccc2N1 (stereo not drawn)	-1%
CCCCn1c(=NC(C)=O)c(C#N)cc2c(=O)n3cccc(C)c3nc21	-8%
C=CCNc1nc(NCc2ccc(N(C)C)cc2)c2sc(-c3ccccc3)cc2n1	3%
O=C1CN(C(=O)COc2ccc(Cl)cc2Cl)C(c2ccccc2)c2cc(F)ccc2N1 (stereo not drawn)	1%
CC(CC(=O)O)NCC1COc2ccccc2O1 (stereo not drawn)	5%
CC1(c2nnnn2Cc2ccccc2)CCC(=O)N1CCCn1ccnc1 (stereo not drawn)	-12%
COc1cccc(N2CCN(C(=O)C3CCCN(S(=O)(=O)c4ccc(Br)s4)C3)CC2)c1 (stereo not drawn)	-9%
COCCCn1cc(CN2CC(N3CCN(CCO)CC3)CS2(=O)=O)nn1 (stereo not drawn)	5%
CCc1cccc(NC(=O)Nc2cn(C)c(=O)c3ccccc23)c1	0%
CCc1nc2ccc(C(=O)NCCc3ccccn3)cn2c1N(C)Cc1nccs1	3%
COc1cccc(C(c2nnnn2C2CCCCC2)N2CCN(C/C=C/c3ccccc3)CC2)c1OC (stereo not drawn)	-16%
Cc1ccc(Cl)cc1NC(=O)c1ccc(NC(=O)N2CCSc3ncccc32)cc1	0%[15.4 µM]
COc1ccc(C(=O)NC2CC(C)(C)NC(C)(C)C2)cc1S(=O)(=O)N1CCOCC1	5%
COCCCn1c(SCc2ccccc2F)nc2c(sc3ccccc32)c1=O	-2%
CCC(C)Cn1cnc2c(Sc3c([N+](=O)[O-])ncn3C)nc(N)nc21 (stereo not drawn)	4%
CCOc1ccc(-c2cc(CCCC(=O)NCCc3cc(OC)c(OC)c(OC)c3)no2)cc1	5%
C[n+]1ccc2[nH]c3ccccc3c2c1	-5%
CC(CNC(=O)CN1C(=O)COc2ccc(S(=O)(=O)N3CCCCCC3)cc21)c1ccccc1 (stereo not drawn)	3%
COc1ccccc1C(=O)Oc1c(Sc2ccccc2)c(C)nn1C(C)(C)C	1%
CC(Sc1ncnc2sccc12)C(=O)Nc1ccc(S(=O)(=O)N2CCOCC2)cc1 (stereo not drawn)	2%
Other results.
SMILES	Tb PYK inh
C#CCOCCOCCOCCNc1nc(N2CCN(C(=O)Cn3cc(CCCCN)nn3)CC2)nc(N2CCN(C(=O)[C@H](C)n3cc(CCC(=O)O)nn3)CC2)n1	6%
COc1ccc(CNC(=O)c2ccc3c(c2)N=C(C)c2c(C)ccc(C)c2S3)cc1	-2%
O=C(Cc1ccccc1)Nc1c(C(=O)N2CCN(c3ccc(F)cc3)CC2)oc2ccccc12	2%
COc1ccccc1C(=O)N1CCN(C(=O)[C@H]2O[C@@H](n3ccc(N)nc3=O)[C@H](O)[C@@H]2O)CC1	-3%
CC(=O)N1CCC2(CC1)OC(=O)C(C)=C2C(=O)Nc1cc(C)ccc1C	1%[15.4 µM]
CN(C)c1ccc(C(=O)NCc2ccc3c(c2)CCN3C(=O)c2ccc(Cl)cc2)cc1	-3%
O=C(Cc1ccccc1)NCCc1csc2nc(-c3ccc(Cl)cc3)nn12	0%
CCc1ccc(C(O)c2ncc(-c3ccccc3C)[nH]2)cc1 (stereo not drawn)	3%
Cc1cc(Br)ccc1NC(=O)CCS(=O)(=O)c1cccc2nsnc12	-6%
C/C(=C\C(=O)c1ccc(Cl)cc1)Nc1ccc(Br)cc1	3%
O=C(NCCc1ccc(Cl)cc1)c1ccc2c(c1)N(Cc1ccccc1)C(=O)CS2	4%
COC(=O)c1ccccc1NC(=O)Cn1c(=O)n(CCC(=O)NCc2ccc3c(c2)OCO3)c(=O)c2ccccc21	-3%
O=C(Nc1nnc(S(=O)(=O)N2CCCCC2)s1)c1ccc(F)cc1	1%
CNc1nc(Oc2cccc(NC(C)=O)c2)c2sccc2n1	-10%
CC1CCCCC1NC(=O)COC(=O)c1c2c(nc3ccccc13)/C(=C\c1ccco1)CC2 (stereo not drawn)	-19%
CCOC(=O)c1c(C)oc2nc(C)nc(NCc3ccc(Cl)cc3)c12	1%
COc1cccc(C(=O)NCC(c2ccc(N(C)C)cc2)N2CCCC2)c1OC (stereo not drawn)	5%
Fc1cccc(Cc2c(-c3ccccc3)nc3c(Cl)cc(C(F)(F)F)cn23)c1	3%
O=C(Nc1ccc2nn(-c3ccc(Cl)cc3)nc2c1)c1cc2ccccc2o1	3%
O=C1N[C@@H](Cc2ccccc2)C(=O)N2[C@@H]1C[C@@]1(Br)c3ccccc3N(S(=O)(=O)c3ccccc3)[C@@H]21	-13%
COc1ccc(CCNc2ncnc3c2c(-c2ccccc2)cn3-c2cccc(Cl)c2)cc1OC	4%
CCOC(=O)c1ccc(NC(=O)c2c(N)n(C)c(=O)[nH]c2=O)cc1	-3%
CCOC(=O)c1[nH]c(C)c(CCC(=O)Nc2c(C)cc(C)cc2C)c1C	0%
CCOC(=O)c1ccc(CN2CCCC(C)(C(=O)NCCOC)C2)cc1 (stereo not drawn)	4%
Cc1ccc(-c2onc(C)c2C)cc1S(=O)(=O)N1CCCCC1	2%

Given field by field: part of the list above
CNc1nc(Oc2cccc(NC(C)=O)c2)c2sccc2n1
  Tb PYK inh: -10%
CC1CCCCC1NC(=O)COC(=O)c1c2c(nc3ccccc13)/C(=C\c1ccco1)CC2 (stereo not drawn)
  Tb PYK inh: -19%
CCOC(=O)c1c(C)oc2nc(C)nc(NCc3ccc(Cl)cc3)c12
  Tb PYK inh: 1%
COc1cccc(C(=O)NCC(c2ccc(N(C)C)cc2)N2CCCC2)c1OC (stereo not drawn)
  Tb PYK inh: 5%

A draw from above in order of heavy-atom count, descending.
SMILES	Tb PYK inh
C#CCOCCOCCOCCNc1nc(N2CCN(C(=O)Cn3cc(CCCCN)nn3)CC2)nc(N2CCN(C(=O)[C@H](C)n3cc(CCC(=O)O)nn3)CC2)n1	6%
CCOC(=O)c1c(C)oc2nc(C)nc(NCc3ccc(Cl)cc3)c12	1%
O=C(Nc1nnc(S(=O)(=O)N2CCCCC2)s1)c1ccc(F)cc1	1%
Cc1ccc(-c2onc(C)c2C)cc1S(=O)(=O)N1CCCCC1	2%

(further entries)
SMILES	Tb PYK inh
Cc1cc(Br)ccc1NC(=O)Cn1cnc2sc(C)c(S(=O)(=O)N3CCN(C)CC3)c2c1=O	0%
ClCCN(CCCl)c1ccc(C=Cc2ccncn2)cc1	2%
Cc1ccc(S(=O)(=O)N2C[C@H]3N(C(=O)OC(C)C)N(C(=O)OC(C)C)C[C@H](OC(=O)NC4CC4)[C@@]3(O)C2)cc1	0%
CCc1nc2ccc(C(=O)N3CCN(c4ccccc4)CC3)cn2c1N(CCC(C)C)CCN(C)C	6%
CC1Cc2ccccc2N1C(=O)COC(=O)c1ccco1 (stereo not drawn)	-6%
c1cnc(N2CCCC3(CCNCC3)C2)nc1	1%
COc1ccc(-c2cc3nc(C)c(CCC(=O)NC(C)c4ccccc4)c(C)n3n2)c(OC)c1 (stereo not drawn)	-2%
COc1ccc(-c2nc3c(c(SC)n2)Cc2c(CO)cnc(C)c2O3)cc1	3%
O=C(NCCc1ccccc1)c1ccc2c(c1)N(Cc1c(F)cccc1Cl)C(=O)CS2	-8%
CCOC(=O)c1cc2c(c(CCO)n1)[C@H](CCO)N(S(=O)C(C)(C)C)C2 (stereo partly drawn)	0%
CCOC(=O)Cc1ccc(NC(=O)N2CCC(CN3CCC(C)CC3)CC2)cc1	0%
O=C(O)c1ccc(-n2c(/C=C\c3ccc(O)cc3)nc3ccccc3c2=O)cc1	3%
Cc1cccc(-c2cc(NC=O)c3ncc(-c4cccc(C(=O)N(C)C)c4)n3c2)c1	-6%
COc1ccc(S(=O)(=O)N(CC(=O)Nc2ccc(Br)cc2)Cc2ccccc2)cc1	4%
NC(=O)C1CCN(CC(=O)Nc2ccc3c(c2)OCO3)CC1	5%
CCOC(=O)c1c(C)[nH]c(C)c1S(=O)(=O)N1CCCC(C(=O)N2CCN(c3ccc(Cl)cc3)CC2)C1 (stereo not drawn)	2%
CC(C)C[C@@H](CNCC(=O)[C@H](Cc1ccccc1)NC(=O)c1[nH]cnc1C(=O)N[C@@H](C)CN)NC(=O)c1nc[nH]c1C(=O)N[C@@H](CC(=O)O)C(=O)O	3%
CS(=O)(=O)N1CCC[C@@]2(CCN(c3ccncc3)C2)C1	0%
C=C1CCN([C@@H](Cc2ccccc2)C(=O)NCCC(C)C)S(=O)(=O)c2ccccc21	-5%
CC(C)Cn1cc(-c2cncc3nccn23)cn1	2%
COc1ccc(CNC(=O)c2cc3cccc4c3n2CC(C)S4)cc1 (stereo not drawn)	1%[15.4 µM]
COc1ccc(S(=O)(=O)N2CCC(C(=O)N[C@H](C(=O)NCc3ccccc3)C(C)C)CC2)cc1	-8%
Cc1ccc(C(c2nc3ccccc3[nH]2)n2c(-c3ccccc3)nc3ccccc32)cc1 (stereo not drawn)	-4%
Cc1nn(-c2ccccc2)c(N2CCCC2)c1/C=N/NC(=S)Nc1ccc(F)cc1	1%
COCCn1c(=S)[nH]c2cc(C(=O)NC3CCCC(C)C3C)ccc2c1=O (stereo not drawn)	-10%
CN(C)CC1CC/C(=C\c2ccc(O)cc2)C1=O (stereo not drawn)	?
COc1cccc(CN2CCc3nc(SCC(=O)Nc4ccccc4)[nH]c(=O)c3C2)c1	4%
Cc1ccc(S(=O)(=O)N2CCN(C(=O)CN(Cc3ccco3)Cc3cccs3)CC2)cc1	-3%
CCc1cccc(C)c1NC(=O)c1cc2ccccc2o1	-1%
CCCCN(C)C(=O)c1ccc2c(c1)N(Cc1ccc(F)cc1)C(=O)c1ccccc1S2(=O)=O	0%
